# SIAE primary = inhibitors of human sialic acid acetylesterase SIAE; Q9HAT2; SIAE FP-Rh probe binding, fluorescence polarization; inhibition, % at 9.66 µM; hit rate 0.69% among 370,000; AID 1053197;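 active = inhibition above a cutoff: mean of compounds within the control limits plus 3 SD of those, cut at about 17% in these data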;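 note: 0% = plate median of compound wells and 100% = probe without SIAE protein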
# Target sequence (Q9HAT2 whole entry, looked up): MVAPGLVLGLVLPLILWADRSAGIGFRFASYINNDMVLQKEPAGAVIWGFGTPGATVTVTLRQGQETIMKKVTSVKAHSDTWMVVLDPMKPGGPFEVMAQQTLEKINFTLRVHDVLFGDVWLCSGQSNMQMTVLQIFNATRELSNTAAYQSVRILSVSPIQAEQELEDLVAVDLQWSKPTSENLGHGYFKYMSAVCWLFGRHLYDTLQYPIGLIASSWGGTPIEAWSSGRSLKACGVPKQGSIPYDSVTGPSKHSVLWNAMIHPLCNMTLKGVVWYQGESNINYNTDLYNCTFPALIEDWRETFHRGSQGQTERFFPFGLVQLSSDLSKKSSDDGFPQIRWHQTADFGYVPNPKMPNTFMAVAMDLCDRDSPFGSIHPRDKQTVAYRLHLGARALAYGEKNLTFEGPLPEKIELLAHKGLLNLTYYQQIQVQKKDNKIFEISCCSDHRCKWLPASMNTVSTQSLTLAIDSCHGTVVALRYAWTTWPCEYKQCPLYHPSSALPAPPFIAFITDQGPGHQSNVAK
# rCAG RNA binder = binds r(CAG) RNA repeats. r(CAG) RNA repeat, TO-PRO-1 dye displacement fluorescence. inhibition, % at 3 µM. hit rate 1.3% among 370,000. AID 651821;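 active = inhibition above the plate cutoff, the mean of all test compounds on that plate plus 3 SD, cut at about 35% in these data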;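 note: 0% = DMSO alone and 100% = 100 µM mitoxantrone as full dye displacement; higher means more dye released from RNA so lower well fluorescence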
# HTRA1 inh = HTRA1 (human) protease inhibition. AID 504803. hit rate 0.5% among 340,000. recombinant HTRA1, FP-rhodamine activity-based probe, fluorescence polarization. Q92743. inhibition, % at 5.96 µM; in the data active = inhibition above about 36%;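 note: 0% = enzyme with DMSO and 100% = wells lacking enzyme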
# mABHD4 FP = inhibitors of mouse ABHD4; Q8VD66; purified mABHD4, FP-Rh probe fluorescence polarization; inhibition, % at 8.92 µM; hit rate 0.54% among 370,000; AID 720543;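 active = inhibition exceeding the mean over every tested compound plus 3 SD, cut at about 30% in these data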;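 note: 0% = plate median of compound wells and 100% = S159A mutant with DMSO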
#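 Assay system: Wild-type mouse ABHD4 protein | Medium: HEPES pH 7.0 buffer, 150 mM NaCl, 0.01% Pluronic F-127 | Incubation: Enzyme–compound pre-incubation 45 min, then probe 60 min, both 25 °C | Technique: Fluorescence polarization with parallel and perpendicular emission, 525/598 nm | Evaluation: % inhibition of FP-Rh probe binding versus controls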
# MBD2 DNA inh = blocks human MBD2 binding to methylated DNA | Q9UBB5 | TR-FRET, MBD2 binding to methylated oligonucleotide | inhibition, % at 4.4 µM | hit rate 0.31% among 370,000 | AID 686964; in the data active = inhibition above about 13%
# UHRF1 MBD2 ctr = human UHRF1 methylated DNA binding inhibitors | hit rate 0.75% among 370,000 | Q96T88 | UHRF1 binding to methylated oligo, TR-FRET | AID 687016 | inhibition, % at 4.4 µM; in the data active = inhibition above about 21%;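 note: UHRF1 SRA domain binding a hemimethylated CpG hairpin DNA probe; 0% = median of test compound wells and 100% = reference inhibitor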
# TCR CD3 inh = human TCR-CD3 binding inhibition | TAMRA-labeled TCR probe fluorescence, biochemical | inhibition, % at 9.4 µM | hit rate 0.37% among 360,000; in the data active = inhibition above about 19%;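 note: recombinant mutant TCR 2C K166C tagged with TAMRA read by polarization; 0% = receptor in buffer alone and 100% = receptor with positive control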
# GC-A act = GC-A (human) enzyme activation; AID 1671463; HEK293 GC-A cells, cGMP TR-FRET, EC30 ANP; 0% at EC30 ANP, 100% saturating ANP; P16066; hit rate 0.14% among 370,000; activation, % at 10 µM; in the data active = activation above about 40%
# NPR2 activator = GC-B (human) receptor activation. P20594. HEK293-GC-B cells, CNP EC30, cGMP TR-FRET; 0% at EC30 CNP, 100% saturating CNP. activation, % at 10 µM. hit rate 0.11% among 370,000;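 active = activation at 10 µM reaching about 35% in either raw or pattern-adjusted values, limit read from the data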
# PRMT1 inh = inhibitors of human PRMT1; Q99873; recombinant PRMT1, activity-based probe fluorescence polarization; inhibition, % at 2.79 µM; hit rate 1.3% among 370,000; AID 652257;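 active = inhibition above about 21% made by adding two undisclosed values, limit read from the data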
# Target sequence (Q99873 whole entry, looked up): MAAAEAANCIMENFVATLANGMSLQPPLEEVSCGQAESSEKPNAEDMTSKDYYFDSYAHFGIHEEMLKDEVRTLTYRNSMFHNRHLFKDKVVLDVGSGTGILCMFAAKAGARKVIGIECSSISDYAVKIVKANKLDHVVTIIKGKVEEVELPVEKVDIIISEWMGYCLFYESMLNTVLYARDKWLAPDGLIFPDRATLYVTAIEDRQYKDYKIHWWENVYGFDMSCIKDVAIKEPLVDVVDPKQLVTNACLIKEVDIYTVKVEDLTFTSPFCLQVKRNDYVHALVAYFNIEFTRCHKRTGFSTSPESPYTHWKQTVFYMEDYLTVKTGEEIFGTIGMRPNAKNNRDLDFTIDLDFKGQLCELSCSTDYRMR
# * marks the source's active call; other numbers are inactive results; · = not tested or not shown. Some of the compounds tested, so the mix of outcomes need not match the whole.
# The opening 2 records, to show the layout:
molecule	SIAE primary	rCAG RNA binder	HTRA1 inh	mABHD4 FP	MBD2 DNA inh	UHRF1 MBD2 ctr	TCR CD3 inh	GC-A act	NPR2 activator	PRMT1 inh
CSc1ccc(-c2cc(=O)c3ccccc3o2)cc1	-7	5	-38	-5	6	-13	3	-5	3	-3
CC1CCCC(NC(=O)COC(=O)/C=C/c2ccc3c(c2)OCO3)C1C (centres undefined)	2	-1	8	-5	3	-3	6	-4	9	-5

# Main list, from the start:
molecule	SIAE primary	rCAG RNA binder	HTRA1 inh	mABHD4 FP	MBD2 DNA inh	UHRF1 MBD2 ctr	TCR CD3 inh	GC-A act	NPR2 activator	PRMT1 inh
CSc1ccc(-c2cc(=O)c3ccccc3o2)cc1	-7	5	-38	-5	6	-13	3	-5	3	-3
CC1CCCC(NC(=O)COC(=O)/C=C/c2ccc3c(c2)OCO3)C1C (centres undefined)	2	-1	8	-5	3	-3	6	-4	9	-5
O=C(N/N=C/c1cccs1)c1ccc(-n2cccc2)cc1	6	5	-8	-7	-1	-4	-5	-5	-3	-1
Cc1ccc(C2NNC(=O)C2NC(=O)c2ccccc2)cc1 (centres undefined)	-4	5	-1	-2	-9	-7	1	·	·	4
CCN1CCN(C(=O)Nc2cc(Cl)ccc2OC)CC1	-1	1	2	-5	-1	0	-1	-1	-3	-2
O=C1/C(=C/c2ccccn2)SC(=S)N1c1cccc(O)c1	-4	13	-8	9	-4	-3	5	-4	-3	3
CC(C)c1cccc(C(C)C)c1Nc1cn[nH]c1	5	4	·	5	-4	-6	-4	2	0	-2
CCOC(=O)C1(CCOc2ccccc2)CCN(Cc2cccn2-c2cccnc2)CC1	5	-6	-7	3	-2	-2	-6	-24	-5	-2
COc1ccc(/C=C/C(=O)OCC(=O)N2CC(=O)Nc3ccccc32)cc1S(=O)(=O)N1CCOCC1	-11	0	5	5	1	-4	6	-4	-1	-8
COc1ccc(OC)c(NC(=O)NNC(=O)c2cc3occc3[nH]2)c1	11	14	6	13	-11	-5	9	1	-2	2
COc1cc(/C=C2/C(=O)NN(c3ccccc3)C2=O)cc(Br)c1O	1	10	-3	10	-8	-3	-4	0	-4	20
COc1ccc2nc(NC(=O)CN(c3ccc(C)cc3)S(=O)(=O)c3c(C)nn(C)c3C)sc2c1	-3	13	-47	-20	-2	0	8	12	-6	-1
COc1cc(C(C)=O)ccc1OCC(O)CN(CCO)Cc1ccccc1 (centres undefined)	1	-5	12	1	2	2	-3	5	-3	-2
Oc1ccc(-c2ccccc2F)c2cccnc12	10	·	·	13	-2	-4	·	2	-4	-1
O=C(Cc1c(F)cccc1Cl)Nc1nc2ccccc2s1	-4	1	-53	-6	0	0	-3	20	-6	-1
Cc1ccc2c(c1)N(C(=O)CSc1nncn1C)C(C)(C)c1ssc(=S)c1-2	-2	-2	8	16	-5	0	7	-8	-7	29*
Cc1ccc(C(C)C)c(OCC(=O)Nc2ccc(N3CCN(S(C)(=O)=O)CC3)cc2)c1	0	-1	2	-4	6	6	-7	0	1	-2
CN1CCCN(C(=O)c2cc(-c3ccc(Cl)c(Cl)c3Cl)nc3ccccc23)CC1	6	-4	-3	-3	0	0	8	4	3	-5
COc1ccc(OC)c(N/C=C/C(=C(C#N)C#N)N(C)C)c1	2	-3	·	3	0	1	1	3	4	1
COc1ccc(C(=O)Nn2c(SCC(=O)NCC3CCCO3)nc3ccccc3c2=O)cc1 (centres undefined)	1	2	1	-4	-8	-2	11	2	3	2
N#Cc1ccc(NC(=O)COC(=O)C2=COCCO2)cc1	0	1	0	-3	0	0	7	-2	5	-1
COCCNc1nc2nonc2nc1N1CCCC1c1nccs1 (centres undefined)	-1	3	-4	5	-2	-1	-1	-3	0	15
Cc1c(Cl)cccc1NC(=O)CSc1nnc(C)n1CC1CCCO1 (centres undefined)	-5	-7	1	3	4	2	-2	-2	1	2
O=C1CCCCC1C1(O)C(=O)Nc2ccccc21 (centres undefined)	-5	6	6	2	0	1	7	0	5	-3
COc1ccc(N2CCc3c(C)nc4c(OC)cc(OC)cc4c32)cc1	10	13	-1	2	7	11	1	-28	-14	-3
Cc1cc(C)nc(NC(N)=NCCc2ccccc2)n1	0	14	0	4	3	3	7	-4	-10	-1
CCOC(=O)N1CCN(C(=O)c2c(Cl)cnn2C)CC1	4	-4	5	-10	1	-2	-2	-3	-6	5
Cc1oc2c(O)c(O)ccc2c(=O)c1-c1ccccc1	7	8	52*	41*	2	3	8	-1	-3	19
Nc1nc(Cl)nc2c1ncn2C1OC(CO)C(O)C1O (centres undefined)	-3	0	·	-1	5	1	0	4	3	3
CCn1c(SC)nc2cc(S(=O)(=O)N3CCCCC3)ccc21	7	0	-9	8	-1	-4	0	8	18	2
O=C(NCc1nc2ccccc2[nH]1)c1cccc(S(=O)(=O)N2CCOCC2)c1	0	1	1	-6	3	0	4	0	-1	4
Cc1ccc(Cl)cc1NC(=O)COC(=O)CC(C)(C)C	-5	-3	-6	1	-9	0	4	-3	2	4
COc1ccc([N+](=O)[O-])cc1N(CC(=O)NCCCOC(C)C)S(C)(=O)=O	-3	-4	-5	-2	4	10	1	-2	-3	-9
CC(=O)NCCC(=O)Nc1cc(S(=O)(=O)N2CCCCC2)ccc1N1CCN(C)CC1	-4	2	0	2	3	2	0	0	-2	-1
Cc1cccc(C(O)c2ncc(-c3ccccc3F)[nH]2)c1C (centres undefined)	-1	2	·	1	1	-2	1	-1	-2	-3
CCN1CCN(CCOc2cccc(Oc3ccccc3)c2)CC1	1	-6	4	13	-1	3	3	1	2	0
Cc1nc(CC(=O)NNS(=O)(=O)c2ccc3ccccc3c2)cs1	3	4	-6	6	4	1	0	1	6	6
CCOC(=O)C(=CN(CCc1ccccc1)CC(=O)OC)C(=O)OCC	6	-4	5	5	-6	3	2	-1	2	-2
N#Cc1ccc(-c2ccc(OCC3CNC(=O)O3)cc2)cc1 (centres undefined)	-5	4	-6	-2	1	-2	1	10	-6	-1
O=C(NCc1cc2ccccc2[nH]1)C1CCC(=O)N(CCCN2CCCC2=O)C1 (centres undefined)	-1	8	4	5	-7	-5	0	-1	6	-2
O=C(OCC(=O)N1CCCCCC1)c1cccc(Cl)c1	11	-1	1	2	-6	1	-6	3	3	2
CC1=C2C3OC(=O)C(C)C3CCC2(C)C=C(Br)C1=O (centres undefined)	-1	0	1	0	-2	1	-3	3	3	-2
CC(C)Oc1ccc(C(=O)N2CCCc3ccccc32)cc1	-1	-4	-4	-8	-8	0	2	2	2	-5
COC(=O)COc1ccc(S(=O)(=O)N2CCOCC2)cc1	-5	2	0	-1	5	0	5	0	6	3
CCOC(=O)C1=C(C)NC(=O)C1(NC(=O)c1cccnc1)C(F)(F)F (centres undefined)	2	-2	3	8	5	-1	-7	0	3	2
CCc1nnc(NC(=O)CCC(=O)N2CCN(Cc3ccc(Cl)cc3)CC2)s1	3	-8	2	5	-6	0	2	2	1	0
Cc1ccc(OCC(=O)OCC(=O)c2cccc([N+](=O)[O-])c2)cc1C	2	0	13	6	-3	-2	3	3	-1	-2
O=C(COC(=O)c1nn(-c2ccccc2C(F)(F)F)cc1O)c1ccc(OC(F)F)cc1	6	0	-2	-5	7	4	0	-1	1	0
O=C(N/N=C/c1ccc([N+](=O)[O-])s1)C(O)c1ccccc1 (centres undefined)	3	1	9	3	-4	0	3	-3	1	-2
CC12CCCCC1(O)[N+](=O)C1=C(CCCC1)N2[O-] (centres undefined)	7	6	9	6	0	-2	-3	2	1	2

# Further results follow:
molecule	SIAE primary	rCAG RNA binder	HTRA1 inh	mABHD4 FP	MBD2 DNA inh	UHRF1 MBD2 ctr	TCR CD3 inh	GC-A act	NPR2 activator	PRMT1 inh
O=C(NC12CC3CC(CC(C3)C1)C2)N1CCN(c2nc(-c3ccccc3)cs2)CC1	0	2	1	2	4	-2	8	0	8	-1
CCn1c(SCC(=O)NCc2ccco2)nnc1-c1cccs1	11	4	8	4	7	2	-1	1	-2	6
CC(C)c1ccc2[nH]c(O)c(N=NC(=O)c3cccc(S(=O)(=O)Nc4ccccc4Cl)c3)c2c1	-4	6	10	2	-1	3	5	-2	7	0
CCn1c2c(n(C(C)=O)c1=O)C[C@@H](c1ccccc1)[C@@H](C)[C@@H](C(=O)N1CCCC1)C2	10	0	·	1	-3	-1	6	0	5	0
CCOc1ccc2[nH]c3c(NCCN(CC)CC)ncnc3c2c1	-7	7	18	0	9	6	-2	3	-3	11
CC(=O)Oc1ccc(/C=C2/Oc3ccccc3C2=O)cc1	-12	1	-11	1	-2	-1	3	-15	-15	0
CC1CCCC=CC2CC(OC(=O)CN(C)C)CC2C(O)C=CC(=O)O1 (centres undefined)	-4	-1	-3	-18	3	3	-9	3	-3	7
CCCCn1c(-c2ccc(OC)cc2)nc2c(=O)n(C)c(=O)[nH]c21	1	3	1	-1	-1	-1	-1	-3	-3	-4
O=C(COc1ccc(S(=O)(=O)Nc2ccc(Cl)cc2)cc1)N1CCOCC1	-2	-1	0	-1	2	-1	9	1	3	0
O=C1c2ccccc2C(=O)N1CC1c2ccccc2CCN1S(=O)(=O)c1ccccc1 (centres undefined)	-1	-3	-15	-1	-2	-2	5	-6	-10	-2
Cc1c(C)c2cc(Cl)c(OCC(=O)NC3CC(C)(C)NC(C)(C)C3)cc2oc1=O	2	8	2	-6	-5	-2	-2	-6	-4	0
O=C(CN1CCC(NC(=O)c2ccccc2F)CC1)Nc1ccc2c(c1)OCO2	2	-3	4	6	4	2	2	5	1	1
O=C1CCc2cc(S(=O)(=O)Nc3ccc4c(c3)OCCO4)ccc2N1	12	·	·	2	3	-3	·	-3	-4	-6
CC(=O)Nc1ccc(NC(=O)c2cccc3ccccc23)cc1	-3	-1	-1	3	-2	-1	-4	6	3	1
Brc1ccc(OCCCCCN2CCOCC2)cc1	-4	-5	-6	7	-2	5	-2	4	-2	0
Cc1cc(C)nc(SCC(=O)c2ccc(O)cc2O)n1	11	2	-3	-3	1	-2	-4	-6	0	16
COc1cccc(C(NC(C)=O)c2nc(-c3cccc(NC(C)=O)c3)cs2)c1 (centres undefined)	1	1	·	3	8	1	-4	-6	-2	1
NC(=S)NNC(=O)C12CC3CC(CC(C3)C1)C2	-2	4	1	-13	9	8	-1	-4	2	6
Cc1ccc(S(=O)(=O)N2CCC(C(=O)OCc3ccc([N+](=O)[O-])cc3)CC2)cc1	2	8	-15	-8	2	4	-2	-3	-1	3
CS(=O)(=O)N(CC(=O)N1CCOCC1)c1cccc(Cl)c1Cl	-2	0	4	6	5	1	-4	-1	6	6
O=C(OC1CCCCC1)c1ccc(NC(=O)c2ccco2)cc1	-25	3	-56	-35	-1	8	-6	-1	-9	0
CC(C)=CCc1c2c(c3occ(-c4ccc(O)c(O)c4)c(=O)c3c1O)C=CC(C)(C)O2	-32	47*	29	2	-2	1	2	-10	-6	5
O=C(Cn1cnc2c(oc3ccccc32)c1=O)N1CCCC1	-4	-4	6	-1	4	2	0	-2	1	3
COCCN(CC(=O)Oc1ccccc1P(=O)(OC)OC)Cc1ccccc1	-4	-10	·	1	2	5	2	-5	-2	-3
O=C(CCN1C(=O)C2C3C=CC(C3)C2C1=O)N1CCN(c2ccc([N+](=O)[O-])cc2)CC1 (centres undefined)	2	-5	6	3	-10	-6	16	1	3	-2

# From PubChem BioAssay
